4-MU autofl: qHTS Assay for Spectroscopic Profiling in 4-MU Spectral Region. compound autofluorescence, 340/450 nm, 4-MU equivalents; hits give high values. max dye-equivalent concentration, M. actives 11% (n = 59,000). AID 589, 2007; in the data active means max dye-equivalent concentration above about 10 nM; inconclusive means mostly about 1.1 nM to 9.6 nM
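Compounds in 100 mM Tris, pH 8.0, incubated 15 min at room temperature, then fluorescence read at 340 nm excitation/450 nm emission. Signal converted to 4-MU dye-equivalent concentration using an on-plate six-point 4-MU standard curve.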
CRE-bla Fsk: Cell signaling CRE-BLA (Fsk stim); CHO CRE-bla reporter (cAMP response element driving beta-lactamase), forskolin EC10, beta-lactamase ratio; actives 2.5% (n = 71,000); Potency, µM (highest dose often 38.2 µM), for the others: at the highest dose activity change, negative = inhibition, usual class: activators; active means well fitted activation curve with a large enough effect in the signal ratio, with a control signal flat, not every such curve was filed as active; inconclusive means small, poorly fitted or top-dose-only effect, or effect the other way, or a change in a side signal; the % refers to the signal ratio; further: potency means the concentration at half of the fitted maximal effect; % of control where 0% means no effect
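Modulation of forskolin-driven signalling is measured in CHO cells carrying a CRE-controlled beta-lactamase reporter. Cells are stimulated with EC10 NKH 477 in the presence of titrated compound for 3 h at 37 °C, then loaded with CCF4 for 2 h at room temperature.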
Texas Red fluor: qHTS Assay for Spectroscopic Profiling in Texas Red Spectral Region; Compound fluorescence, Texas Red channel, 547/618 nm; hits give high values; max dye-equivalent concentration, M; actives 0.06% (n = 59,000); in the data active means max dye-equivalent concentration above about 10 nM; inconclusive means between about 1.1 nM and that limit
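Compound fluorescence was read after 15 min at room temperature in 100 mM Tris, pH 8.0, using 547 nm excitation and 618 nm emission across a concentration series. It was expressed as Texas Red dye-equivalent concentration from an on-plate standard curve.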
UbGFP stabilizer: Ubiquitin-GFP Assay; Ubiquitin-GFP reporter cells, proteasome inhibition, GFP fluorescence; response scale: untreated = 0%, 10 µM MG-132 = 100%; Potency, µM (titrated, usually from 45.9 µM), for the others: top-dose activation (GFP accumulation), usual class: activators; 67,000 tested, under 10 active; active means well fitted activation curve with a large enough effect, not every such curve was filed as active; inconclusive means small, poorly fitted or top-dose-only effect, or another doubt; inactive means no such curve, though single readings can be large or run the other way; further: potency means the concentration at half of the fitted maximal effect
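Proteasome blockade was scored as a rise in GFP-expressing U2OS cells carrying a ubiquitin(G76V)-GFP construct, imaged after 4 hr compound treatment at 37 °C across a 46 uM–2.9 nM series.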
Epigenetic mod: qHTS Assay for Epigenetic Modulators; AID 597, 2007; Potency, µM (highest dose often 46.1 µM), inactives show at the highest dose GFP derepression (activation); mouse C127i GFP locus derepression, cytometry, 30 h; actives 0.09% (n = 68,000); further: % of control where 0% means no effect
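Derepression screen: silenced CMV-GFP reporter in murine C127i cells, 30 h compound incubation at 37 C, washed cells imaged by laser-scanning cytometer to enumerate GFP-expressing objects of 20 to 120 um.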
Fluorescein autfl: qHTS Assay for Spectroscopic Profiling in Fluorescein Spectral Region; Compound autofluorescence, 480/540 nm, fluorescein-equivalent; hits give high values; max fluorescein-equivalent concentration, M; actives 0.91% (n = 59,000); in the data active means max fluorescein-equivalent concentration above about 10 nM; inconclusive means between about 1.1 nM and that limit
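Library compounds, added at multiple concentrations to pH 8.0 Tris buffer (100 mM), incubate 15 min at room temperature before CCD imaging at 480 nm excitation and 540 nm emission.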
A350 autofl: qHTS Assay for Spectroscopic Profiling in A350 Spectral Region; actives 11% (n = 59,000); Compound autofluorescence, 340/450 nm, Alexa 350 dye-equivalents; hits give high values; max dye-equivalent concentration, M; in the data active means max dye-equivalent concentration above about 10 nM; inconclusive means mostly about 1.1 nM to 9.6 nM
Luciferase inh: qHTS Assay for Inhibitors of Firefly Luciferase. Luciferin 4-monooxygenase (Photinus pyralis), P08659. purified firefly luciferase, luminescence, 8 min. Potency, µM (top dose mostly 57.1 µM), for the others: at the highest dose activity change, negative = inhibition, usual class: inhibitors. actives 2.2% (n = 72,000); further: potency means the concentration at half of the fitted maximal effect; on the % scale 0 is the no-effect control and ±100 the full control effect; nearly all actives have a fitted effect of over 40% in size
Target sequence (P08659 whole entry, looked up): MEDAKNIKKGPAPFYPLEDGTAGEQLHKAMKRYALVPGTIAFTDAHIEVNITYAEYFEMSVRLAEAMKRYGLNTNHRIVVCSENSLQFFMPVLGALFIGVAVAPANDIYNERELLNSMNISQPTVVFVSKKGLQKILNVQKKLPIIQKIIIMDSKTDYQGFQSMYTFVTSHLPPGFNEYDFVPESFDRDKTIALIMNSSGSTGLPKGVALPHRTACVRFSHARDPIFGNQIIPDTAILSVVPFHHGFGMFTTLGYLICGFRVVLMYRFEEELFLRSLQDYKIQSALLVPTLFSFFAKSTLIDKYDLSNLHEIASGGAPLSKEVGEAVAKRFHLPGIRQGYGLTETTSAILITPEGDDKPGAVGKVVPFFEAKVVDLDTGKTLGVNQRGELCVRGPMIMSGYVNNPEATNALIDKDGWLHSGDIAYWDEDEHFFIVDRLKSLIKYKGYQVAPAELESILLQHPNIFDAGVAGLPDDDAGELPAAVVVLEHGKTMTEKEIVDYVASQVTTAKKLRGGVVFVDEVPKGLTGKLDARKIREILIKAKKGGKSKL
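Substrate buffer containing 10 uM ATP (pH 7.2 imidazole, Mg2+, KCl, detergent, BSA) is dispensed, compound pinned in, then luciferase/luciferin detector mix added. After 8 min at ambient temperature, light output is measured.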
ERK AVP inh: qHTS Assay for Inhibitors of the ERK Signaling Pathway using a Homogeneous Screening Assay; AID 995, 2007; Potency, µM (titrated, usually from 57.5 µM), inactives show at the highest dose activity, negative = inhibition, most hits filed as inhibitors; actives 0.99% (n = 72,000); HEK293-V1b, vasopressin-stimulated pERK AlphaScreen; further: potency means the concentration at half of the fitted maximal effect; on the % scale 0 is the no-effect control and ±100 the full control effect; nearly all actives have a fitted effect of over 55% in size
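Overnight-seeded V1b-HEK293 cells in 1% FBS got compound, then vasopressin (25 nM final, 5 min, 37C), then lysis buffer. AlphaScreen detection of phospho-ERK; activity normalized to basal and full-stimulation controls.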
Hsp90 Hop PPI: qHTS Assay for Disrupters of an Hsp90 Co-Chaperone Interaction; Hsp90 C-terminal peptide / TPR2A (Hop) interaction, human; AlphaScreen TPR2A-His6 binding biotin-Hsp90 C-terminal peptide; Potency, µM (highest dose often 57 µM), for the others: at the highest dose activity change, negative = inhibition; actives 0.44% (n = 71,000); active means well fitted curve in either direction with a large enough effect; inconclusive means small, poorly fitted or top-dose-only effect, or another doubt; further: potency means the concentration at half of the fitted maximal effect; on the % scale 0 is the no-effect control and ±100 the full control effect; many of its hits are not listed in these tables
HBB splice mod: qHTS Assay for Modulators of Hemoglobin Beta Chain Splicing | Potency, µM (highest dose often 46.1 µM), without a hit: at the top dose activation, usual class: activators | HBB splicing reporter cell assay, activation; EGFP reporter with mutant IVS2-654 intron; response scale: normalised to 500 nM splice-correcting PNA | actives 0.06% (n = 65,000) | AID 925, 2007; further: potency means the concentration at half of the fitted maximal effect; 0% is about no effect
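Compounds were applied for 2 days to HeLa EGFP-654 cells, 500/well in Optimem with 2% FCS. The reporter's EGFP is disrupted by mis-splicing of beta-globin intron IVS2-654. Readout: summed well GFP fluorescence from 488 nm laser scanning; reference was 500 nM antisense […] 654 PNA.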
* = called active by the depositor; i = inactive; ? = inconclusive; · = not tested or not shown; & = joins results of further samples; [ ] = another dose, or the depositor's remark. Unless noted, the call rests on the fitted dose curve; in most records, active means well fitted curve in the direction sought with a large enough effect; inconclusive means small, poorly fitted or top-dose-only effect, or another doubt; inactive means no such curve, though single readings can be large; an effect the other way counts as inactive or inconclusive.

The line under a structure holds: 4-MU autofl | CRE-bla Fsk | Hsp90 Hop PPI | HBB splice mod | Fluorescein autfl | Luciferase inh | A350 autofl | UbGFP stabilizer | ERK AVP inh | Texas Red fluor | Epigenetic mod
> c1ccc2c(c1)CCOC2CNCCCN1CCCCC1 (stereo unspecified)
 : i | · | · | · | i | 2%[25.5 µM] | ? | · | · | i | 0%[20.6 µM]
> O=C(C1CCCN(S(=O)(=O)c2cnc[nH]2)C1)N1CC(=O)N(CCc2ccccc2)C(=O)C1 (stereo unspecified)
 : · | -4% | -3% | -0.5% | · | -2% | · | -17% | -4% | · | 3%
> O=C(CC1Oc2ccccc2NC1=O)NCCCN1CCN(Cc2ccccc2)CC1 (stereo unspecified)
 : · | -6% | -1%[2.3 µM] | -0.4% | · | 1% | · | -2% | 9% | · | ·
> CC1(C)CC(=O)C(C=NCCN2CCN(C(=O)C34CC5CC(CC(C5)C3)C4)CC2)=C(O)C1
 : i | · | · | · | i | 1%[25.5 µM] | i | · | · | ? | 5%[20.6 µM]
> O=C(NCc1ccco1)c1c2c(nc3ccccc13)CCC2
 : ? | ? | -7% | -2.8% | ? | -4% | ? | 2% | -8% | i | 0%
> COC(=O)C(Cc1ccc(O)cc1)NC(=O)C(C)Oc1ccccc1 (stereo unspecified)
 : i | 3% | -2% | -1.1% | ? | 3% | i | -7% | -1% | ? | 2%
> CCOc1ccc(C(=O)COC(=O)CC)cc1
 : · | 4% | 2% | -2.8% | · | 16µM* | · | -6% | -9% | · | 0%
> CN(C)c1ncc2nc(-c3ccccc3)c(=O)n(CCC#N)c2n1
 : 4.1e-08M* | 2.5µM* | 5% | -1.3% | i | 1%[11.4 µM] | 4.9e-08M* | -4% | -28% | i | 0%[9.22 µM]
> NCCCCCCNS(=O)(=O)c1cccc2c(Cl)cccc12
 : i | -25%&-8% | -1%&-12% | 0.9% | i | 1%&-5% | i | 0%&-7% | 13%&0%&32% | i | 0%&-1%
> COc1ccc(C)cc1S(=O)(=O)N(CC(=O)O)c1ccc(C)cc1
 : i | -2% | -2% | 3.2% | i | 5% | i | -3% | -14% | i | 8%
> O=C(Nc1ccc2c(c1)OCCO2)c1ccc(NC(=O)C2CCCO2)cc1 (stereo unspecified)
 : i | -7% | -5% | 0.6% | i | 13µM* | i | 9% | 24% | i | 2%
> C=CCN(c1ccc(C(=O)N2CCCC2)cc1)S(C)(=O)=O
 : i | 3% | -7% | 0.6% | ? | 2% | i | -4% | -18% | i | -2%
> Cc1cn([C@H]2C=C[C@@H](CO)O2)c(=O)[nH]c1=O
 : i | 3%&-3% | -3%&-2% | -1.0%&0.0% | ? | 0%[25.5 µM] | i | · | -8%&29% | i | 29%[20.6 µM]
> CN(CCOC(=O)c1ccc2c(c1)OCCO2)Cc1ccccc1
 : i | · | · | · | i | 1%[25.5 µM] | i | · | · | ? | 4%[20.6 µM]
> O=C(Oc1ccccc1OC(=O)N1CCOCC1)N1CCOCC1
 : ? | -14% | ? | 1.8%[57.5 µM] | ? | 6% | ? | -1% | -8% | i | -3%
> COc1cc(C)nc(OCCNC(=O)COc2ccc(Cl)cc2Cl)n1
 : i | 29% | 3% | -4.0% | ? | -2% | i | 28% | 11% | i | -1%
> CN1CCN(Cc2cc(=O)oc3ccc(Cl)cc23)CC1
 : i | 5% | 0% | 1.7% | ? | 2% | ? | 7% | 0% | i | 0%
> O=C(O)c1ccc2c(c1)C(=O)N(c1cc(C(=O)O)ccc1Br)C2=O
 : i | -5% | -1% | -0.7% | i | 0% | i | 12% | -18% | i | -2%
> Cc1ccc(-n2ncc3c(N4CCN(c5ccccc5)CC4)ncnc32)c(C)c1
 : i | · | · | · | i | -1%[25.5 µM] | i | · | · | i | 4%[20.6 µM]
> NC(N)=N/N=C\c1ccc(C2CCNCC2)cc1
 : i | -2%[7.6 µM] | -3%[11 µM] | -1.7%[9.22 µM] | i | 4%[11.4 µM] | i | -3%[9.17 µM] | -10%[11.5 µM] | i | -1%[9.22 µM]
> CC(C)C(=O)Nc1cccc(C(=O)Nc2nccs2)c1
 : i | 12% | 1% | -0.1%[57.5 µM] | i | -5% | i | -5% | -43% | i | -3%
> CCCOc1cc(CN2CCCCC2)cc(C(C)=O)c1
 : i | · | · | · | i | 1%[25.5 µM] | i | · | · | i | 2%[20.6 µM]
> COc1ccc(NC(=O)C2CCN(S(=O)(=O)c3cccc4cccnc34)CC2)cc1OC
 : · | ? | -1% | 0.4% | · | 3% | · | 30% | ? | · | 0%
> COc1ccc(-c2csc(N(CC3CCCO3)C(=O)c3ccco3)n2)cc1 (stereo unspecified)
 : i | ? | ? | · | i | 3% | i | -2% | 24% | i | -5%
> CC(=O)Nc1nc(C=C(Cl)Cl)cs1
 : ? | ? | -7% | -0.5% | i | -1% | ? | 7% | 11% | i | 1%
> Cc1cccc2nc(CSCc3ccco3)cn12
 : i | -14% | -1% | 2.3% | ? | 25µM* | ? | 4% | -18% | ? | 23%
> CCOC(=O)C1=C(C)OC(N)=C(C(=O)OCC)C1c1cccnc1 (stereo unspecified)
 : i | ? | -2% | -0.1%[0.369 µM] | i | 2% | ? | · | -27% | i | 2%
> Cc1ccccc1NC(=O)NCCN1C(=O)C2C3C=CC(C3)C2C1=O (stereo unspecified)
 : · | -3% | -3%[2.3 µM] | -0.6% | · | 1% | · | 15% | -5% | · | ·
> FC(F)(F)c1cc(CN2CC[C@@]3(CCCNC3)C2)cc(C(F)(F)F)c1
 : i | 4% | 1% | 0.6% | i | 1%[11.4 µM] | i | -5% | -14% | i | -2%[9.22 µM]
> CC(=O)c1c(C)[nH]c(C(=O)NC2CCCCC2)c1C
 : i | -14% | -2% | -0.2% | i | -1% | i | -15% | 10% | ? | -3%
> CCN(CC)CCCNC(=O)C1CCC(=O)N(c2ccc(OC)cc2)C1c1ccc(F)cc1 (stereo unspecified)
 : i | -2% | -1% | 0.5% | i | 8% | i | 0% | 30% | i | 4%
> O=C(O)CC1(c2ccccc2)C(=O)c2ccccc2C1=O
 : i | 1% | -1% | -3.7% | i | -2% | i | 1% | -13% | i | -2%
> Cc1ccccc1-c1nc(CS(=O)CC(=O)NCCN2CCN(Cc3ccccc3)CC2)c(C)o1 (stereo unspecified)
 : i | ? | -4% | -2.4% | i | 5% | i | 7% | 7% | i | -1%
> Cc1ccc(OCC(=O)NCc2ccccn2)c(Br)c1
 : · | 4% | -4% | -2.4% | · | -17% | · | -3% | 5% | · | -2%
> Cc1ccn2cc(CNS(=O)(=O)c3ccc4c(c3)OCCO4)nc2c1
 : · | -5% | -1% | -0.7% | · | 3% | · | -5% | · | · | ·
> Cc1cc(N2CCC(C(=O)N3CCN(c4cccc(C)c4C)CC3)CC2)n2ncnc2n1
 : i | 0% | -2% | -0.2%[57.5 µM] | ? | 3% | i | 1% | -7% | i | -1%
> Cc1cc(NC(=O)Cn2c(=O)c3c(ncn3CC(C)C)n(Cc3ccccc3)c2=O)no1
 : i | -3% | -2% | -0.1% | ? | 1% | i | 0% | -6% | i | -1%
> COc1cc(S(=O)(=O)N2CCN(c3ccccc3F)CC2)c(OC)cc1Cl
 : i | -7% | ? | -0.5% | i | 0% | i | 2% | 20% | i | 0%
> C=CCn1c(SCc2nc(N)nc(N3CCCCC3)n2)nnc1-c1ccco1
 : i | ? | -4% | -0.6% | i | 1% | i | 7% | -16% | i | 2%
> CC(Sc1nnnn1C)C(=O)Nc1ccc(N2CCOCC2)cc1 (stereo unspecified)
 : i | -3% | -5% | 0.3% | ? | 3% | i | 2% | 8% | i | 1%
> O=C1c2ccccc2C(Nc2ccc3c(c2)OCCO3)N1Cc1ccco1 (stereo unspecified)
 : · | -15% | -24% | 0.6% | · | -6% | · | 3% | 25µM* | · | -3%

Single records, as listed above. Values in the order: 4-MU autofl | CRE-bla Fsk | Hsp90 Hop PPI | HBB splice mod | Fluorescein autfl | Luciferase inh | A350 autofl | UbGFP stabilizer | ERK AVP inh | Texas Red fluor | Epigenetic mod
Cc1ccccc1-c1nc(CS(=O)CC(=O)NCCN2CCN(Cc3ccccc3)CC2)c(C)o1 (stereo unspecified) is listed with i | ? | -4% | -2.4% | i | 5% | i | 7% | 7% | i | -1%
Cc1cc(N2CCC(C(=O)N3CCN(c4cccc(C)c4C)CC3)CC2)n2ncnc2n1 is listed with i | 0% | -2% | -0.2%[57.5 µM] | ? | 3% | i | 1% | -7% | i | -1%
C=CCn1c(SCc2nc(N)nc(N3CCCCC3)n2)nnc1-c1ccco1 is listed with i | ? | -4% | -0.6% | i | 1% | i | 7% | -16% | i | 2%

Screening data from PubChem.

Not all compounds are listed; count on the stated rates, not on these rows.
